# Assay outcomes deposited in PubChem by Sanford-Burnham Center for Chemical Genomics.
# tim10-1 inh: growth inhibitors of tim10-1 mutant yeast. S. cerevisiae tim10-1 ts strain growth, BacTiter-Glo, 24 h. inhibition, % at 20 µM. 2.2% of 330,000 active. AID 463190;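 active = inhibition of at least 40%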;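 note: mutant grown at 25 °C; 0% = DMSO wells with yeast and 100% = wells holding no yeast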
# CHOP UPR activ: activators of apoptotic arm of unfolded protein response (CHOP); 0.34% of 330,000 active; activation, % at 10 µM; AID 449763; CHO-CHOP luciferase reporter, UPR activation, luminescence; percent of tunicamycin response over DMSO baseline;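 active = at 10 µM dose, activation of 40% or more, normalized to positive control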;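 note: 100% = tunicamycin at 10 µg/mL and 0% = DMSO alone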
#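 System: CHO-CHOP luciferase reporter cell line; amount: 500 cells/well; buffer or medium: F12 medium containing 10% fetal bovine serum; incubation: 6 h compound exposure at 37 °C after overnight seeding; measured by: luciferase luminescence after 10 min with Steady-Glo reagent; evaluation: % reporter activation, DMSO baseline versus tunicamycin full activation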
# CXCR6 block: CXCR6 (human) receptor inhibition; O00574; CHO-K1 PathHunter CXCR6 beta-arrestin, luminescence; inhibition, % at 20 µM; 0.36% of 360,000 active; in the data active = inhibition above about 34%, passing the limit was not always enough;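 note: antagonist mode with CXCL16 agonist at 10 nM final; 0% = 10 nM CXCL16 with DMSO and 100% = unstimulated wells without agonist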
# Target sequence (O00574 whole entry, looked up): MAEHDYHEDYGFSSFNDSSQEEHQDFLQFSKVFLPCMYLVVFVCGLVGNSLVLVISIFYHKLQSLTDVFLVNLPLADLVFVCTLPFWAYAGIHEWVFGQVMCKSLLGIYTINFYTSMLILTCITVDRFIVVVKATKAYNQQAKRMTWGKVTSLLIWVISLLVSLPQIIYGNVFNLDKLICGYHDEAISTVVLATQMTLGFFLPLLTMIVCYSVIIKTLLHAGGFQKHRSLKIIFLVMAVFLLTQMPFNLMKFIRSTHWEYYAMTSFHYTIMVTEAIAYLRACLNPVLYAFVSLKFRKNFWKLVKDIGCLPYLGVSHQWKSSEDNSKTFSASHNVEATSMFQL
# APJ ag: APJ receptor agonism. P35414. CHO-K1 APJ PathHunter beta-arrestin, luminescence; 0% DMSO wells, 100% apelin. AID 2520. activation, % at 20 µM. 0.11% of 330,000 active;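 active = activation more than six SD over the plate average, tested at 20 µM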;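 note: 0% = DMSO alone and 100% = apelin-13 at 10 nM; some results filed as inactive read as strong as hits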
# Target sequence (P35414 whole entry, looked up): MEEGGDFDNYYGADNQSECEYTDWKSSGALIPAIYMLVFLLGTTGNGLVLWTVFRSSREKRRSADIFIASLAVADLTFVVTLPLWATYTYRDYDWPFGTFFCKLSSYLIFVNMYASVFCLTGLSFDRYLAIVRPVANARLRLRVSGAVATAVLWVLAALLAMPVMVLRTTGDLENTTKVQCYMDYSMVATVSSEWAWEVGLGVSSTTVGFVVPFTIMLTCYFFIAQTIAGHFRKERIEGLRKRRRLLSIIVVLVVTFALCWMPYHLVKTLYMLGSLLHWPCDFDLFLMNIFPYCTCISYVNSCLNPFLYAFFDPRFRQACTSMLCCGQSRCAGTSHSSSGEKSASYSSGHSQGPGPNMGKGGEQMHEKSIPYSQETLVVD
#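 Material: CHO-K1 APJ beta-arrestin complementation cell line; Input: cell density 1000 per well; Incubation: compound stimulation 90 min at 25 °C, detection 60 min; Signal: luminescence from split beta-galactosidase complementation, Galacton Star/Emerald II substrate; Controls: DMSO-only wells as negative, 10 nM Apelin-13 as positive control.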
# TIM10 inh: TIM10 yeast growth inhibition; 1.4% of 330,000 active; inhibition, % at 10 µM; S. cerevisiae TIM10 strain growth, BacTiter-Glo luminescence, 24 h;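 active = inhibition of 40% or more at the single tested concentration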;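 note: wild-type TIM10 isogenic control strain grown at permissive 25 °C; 0% = DMSO yeast wells and 100% = minimal medium wells without yeast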
# XBP1 UPR activ: activators of adaptive arm of unfolded protein response (XBP1); CHO-XBP1 luciferase reporter, IRE1-XBP1 UPR activation, luminescence; percent of tunicamycin response, DMSO as zero; activation, % at 20 µM; 0.33% of 330,000 active; AID 463104;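 active = versus positive control, 20 µM dose yields 30% or more activation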;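 note: 100% = tunicamycin at 10 µg/mL and 0% = DMSO only wells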
#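 Material: CHO-XBP1 cells stably carrying IRE1-XBP1-driven luciferase reporter | Medium: F12 with 10% serum | Compound dosing: 20 µM single concentration, DMSO 1% | Incubation: Overnight seeding at 37 °C, 6 h compound treatment at 37 °C | Detection: Steady-Glo luminescence read | Read-out basis: % activation of reporter signal versus tunicamycin and DMSO controls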
# APJ antag: APJ receptor antagonism | P35414 | CHO-K1 APJ beta-arrestin complementation, luminescence | inhibition, % at 20 µM | 0.32% of 330,000 active;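 active = inhibition above about 40% at 20 µM, limit read from the data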;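 note: cells challenged with 10 nM apelin-13 agonist together with compound; plate controls were apelin-13 plus DMSO wells for no effect and DMSO wells lacking apelin-13 for full effect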
# tim23-1 inh: tim23-1 yeast growth inhibition; S. cerevisiae tim23-1 growth, BacTiter-Glo luminescence, 24 h; inhibition, % at 20 µM; 1.3% of 330,000 active; AID 463212;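 active = growth inhibition of the mutant yeast at or above 50%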;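 note: temperature-sensitive mutant grown at 25 °C; plate controls were DMSO-treated mutant yeast for no effect and medium wells lacking yeast for full effect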
# Mdm2-MdmX inh: human Mdm2/MdmX binding inhibition | 3% of 330,000 active | O15151+Q00987 | SaOS-2 split-luciferase Mdm2/MdmX complementation, luminescence | inhibition, % at 8 µM;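 active = inhibition of at least 50% at 8 µM in the primary screen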
# * marks the source's active call; other numbers are inactive results; / = not tested or not shown.
# The opening six records, to show the layout:
SMILES,tim10-1 inh,CHOP UPR activ,CXCR6 block,APJ ag,TIM10 inh,XBP1 UPR activ,APJ antag,tim23-1 inh,Mdm2-MdmX inh
O=C(NCc1ccccc1)C(c1ccco1)N(C(=O)c1csnn1)C1CC1 (stereo not drawn),-6,1.8,-3,-2,15,2,15,5,-8
Cc1ccc2nc(-c3ccncc3)cc(C(=O)NCc3ccccc3F)c2c1,21,-0.2,-5,-3,16,-1,-2,29,-8
CC(O)CNc1cnccn1 (stereo not drawn),-8,0.1,-11,-3,5,0,-1,-5,6
O=C(NC(C(=O)O)c1ccccc1)c1ccc(S(=O)(=O)N2CCOCC2)cc1 (stereo not drawn),15,-0.6,3,-4,-5,1,-13,-6,-33
Cc1ccc(S(=O)(=O)NCCC(=O)NC2CCCCCC2)cc1,1,1.2,2,-3,-9,-1,-22,14,3
CCOn1c(=O)c(C)[n+]([O-])c2ccccc21,7,-5.5,-2,-1,-7,-5,-15,13,25

# The list itself (from the top)
SMILES,tim10-1 inh,CHOP UPR activ,CXCR6 block,APJ ag,TIM10 inh,XBP1 UPR activ,APJ antag,tim23-1 inh,Mdm2-MdmX inh
O=C(NCc1ccccc1)C(c1ccco1)N(C(=O)c1csnn1)C1CC1 (stereo not drawn),-6,1.8,-3,-2,15,2,15,5,-8
Cc1ccc2nc(-c3ccncc3)cc(C(=O)NCc3ccccc3F)c2c1,21,-0.2,-5,-3,16,-1,-2,29,-8
CC(O)CNc1cnccn1 (stereo not drawn),-8,0.1,-11,-3,5,0,-1,-5,6
O=C(NC(C(=O)O)c1ccccc1)c1ccc(S(=O)(=O)N2CCOCC2)cc1 (stereo not drawn),15,-0.6,3,-4,-5,1,-13,-6,-33
Cc1ccc(S(=O)(=O)NCCC(=O)NC2CCCCCC2)cc1,1,1.2,2,-3,-9,-1,-22,14,3
CCOn1c(=O)c(C)[n+]([O-])c2ccccc21,7,-5.5,-2,-1,-7,-5,-15,13,25
COc1ccc(NC(=O)CSc2nnc3ccc(-c4cccnc4)nn23)c(OC)c1,-18,0.7,-11,-5,-2,-1,6,-19,21
C/C(=N\NC(=O)Nc1ccccc1)c1ccc2ccccc2c1,11,-2.6,5,6,-1,0,0,1,9
CCc1c(C)nc2c(OC)cccc2c1SCCC(=O)O,-2,1.3,5,0,-7,-1,1,8,-21
OC(c1ccccc1)c1nc2ccccc2[nH]1 (stereo not drawn),-25,2.2,-5,-1,-10,-3,2,-2,9
O=C(CCC(=O)N1CCOCC1)c1ccc(F)cc1,6,2.5,-11,-4,11,0,-5,2,-22
COc1ccccc1Nc1nc(N)nc(CN2CCN(Cc3ccc4c(c3)OCO4)CC2)n1,9,0.0,2,0,16,2,-19,20,6
CC(=O)Oc1cccc(N2C(=O)C3C4C=CC(CC4)C3C2=O)c1 (stereo not drawn),-5,-0.4,-10,-4,11,-2,15,6,-10
O=C(Cn1c(COc2ccccc2)nc2ccccc21)Nc1cc(Cl)c(Cl)cc1Cl,14,0.7,/,-2,10,2,-4,-8,45
COc1ccc2cc(OC)c(C(=O)N3CCOCC3)cc2c1,12,-0.3,0,-3,7,0,-2,8,20
Cc1cc(F)ccc1S(=O)(=O)N(CC(=O)N1CCOCC1)CC(=O)N1CCOCC1,-10,-0.4,6,1,-5,-3,8,-4,16
Cc1ccc(S(C)(=O)=O)cc1C(=O)OCC(=O)N(Cc1ccccc1)Cc1ccccc1,31,1.8,2,-4,25,-2,10,31,29
NS(=O)(=O)c1ccc(NC(=O)CCCCC(=O)Nc2ccc(S(N)(=O)=O)cc2)cc1,6,7.1,-2,2,-31,-6,9,-19,-11
CSCC[C@H](NC(=O)Cc1c(C)c2cc3c4c(oc3cc2oc1=O)CCCC4)C(=O)O,17,-0.1,-3,-4,-1,-6,9,8,-16
CCCCN(C)C(=O)c1cc2c(Cl)nc3ccccc3c2s1,21,0.2,-4,-5,13,5,-4,29,17
CCN(CC)CCNC(=O)c1ccc(NC(=O)/C=C/c2cc(OC)c(OC)c(OC)c2)cc1,9,-0.7,0,1,23,-2,12,5,32
Cc1nnc(SCC(=O)Nc2nsc(-c3ccc(Cl)cc3)n2)s1,-3,0.5,2,-3,-11,4,-6,-16,21
COc1ccc(C(C(=O)NC(C)(C)C)N(Cc2ccccc2)C(=O)CCC(=O)Nc2cc(C)on2)cc1 (stereo not drawn),10,-0.6,4,-2,12,-1,9,2,6
Cc1oc(-c2ccc(Cl)cc2)nc1CS(=O)CC(=O)NCCN1CCCCCC1 (stereo not drawn),8,2.7,0,-5,7,-7,5,6,25
Cc1cc2n(n1)C(c1c[nH]c3ccccc13)Nc1ccccc1-2 (stereo not drawn),60*,-0.2,-8,0,40*,2,8,71*,20
CC1(C)OC(=O)N(Cc2ccco2)C1(C)O (stereo not drawn),7,-1.3,-23,-1,7,-6,4,15,4
O=C(c1cc(COc2ccc3ncccc3c2)on1)N1CCCCCC1,26,1.5,-8,2,23,3,-7,4,-8
COc1ccc(-c2nn(-c3ccccc3C)cc2CNCc2cccnc2)cc1F,21,-1.1,10,-1,-28,-2,1,10,10
Cc1ccc(C(=O)NNC(=O)C2CCN(S(=O)(=O)c3ccc(Cl)cc3)CC2)cc1,6,0.9,11,-3,6,-2,-5,1,-1
CC1=[N+]([O-])C(C)(C)CC(C)(C)c2ccccc21,4,1.8,14,7,8,0,3,11,-20
O=C(NCCN1CCOCC1)c1cc(-c2ccccc2Cl)nc2ccccc12,-4,-0.2,5,-4,-10,-3,18,12,18
COc1cc(/C=N/n2c(-c3cc(C)[nH]n3)n[nH]c2=S)cc(OC)c1OC,6,-0.1,2,0,22,-2,14,-1,-3
C/C(=N\Oc1cccc(F)n1)c1ccc(Cl)cc1Cl,-12,0.4,-6,-4,-14,2,-22,3,1
CC(=O)Nc1ccc(C(=O)OCc2ccc(F)cc2)cc1,42*,-0.3,2,-2,27,0,-3,-25,-10
C#Cc1ccc([C@H]2C=C(C(=O)N3CCN(Cc4ccc5c(c4)OCO5)CC3)O[C@@H](OCc3ccc(CO)cc3)C2)cc1,1,1.7,-2,6,-2,-1,-4,15,8
COc1ccccc1C(=O)NNC(=S)NC(=O)c1cccs1,0,1.6,53*,-6,1,0,42*,9,63*
Cc1onc(-c2ccccc2)c1C(=O)NCc1cccnc1,7,-0.1,-3,-4,-5,-1,-10,1,-14
Cc1cc(C)nc(NS(=O)(=O)c2ccc(NC(=O)Cn3c(=O)oc4ccccc43)cc2)n1,3,1.3,1,-4,-2,-5,-9,2,-8
COc1cc(NC(=O)[C@H]2CSCN2C(=O)[C@@H]2CCC(=O)N2)cc(OC)c1OC,-15,-3.5,-3,-2,4,-2,11,-7,3
O=c1[nH]c(SCc2ccccc2Cl)nc2c1CCCC2,28,-2.5,-2,-2,24,-1,-19,25,-4
Cc1ccccc1/C(N)=N/O,7,0.1,4,2,0,-2,-16,8,18
Cc1cc(C(=O)NCCCc2ccccc2)no1,-15,-0.1,48*,-4,-1,3,8,3,-20
CCN(C(=O)CSc1nnc(NCc2ccccc2)s1)C1CCS(=O)(=O)C1 (stereo not drawn),-3,-2.9,-3,-2,-8,-3,8,10,18
Cc1ccccc1-n1c(=O)n(Cc2ccccc2)c(=O)c2[nH]cnc21,-7,1.2,28,-4,3,1,15,-12,23
O=C(NCC1COc2ccccc2O1)c1ccc(Br)s1 (stereo not drawn),14,7.2,-2,-3,20,-3,8,24,-62
CC1CCN(C(=O)CSC2=NS(=O)(=O)c3cc(F)ccc3N2)CC1,11,1.0,4,-4,13,-3,10,-1,14
S=C(NCc1ccccc1)NNc1ccccc1,8,1.7,-6,-3,-3,-4,-3,8,8
OC1(c2cccc(C(F)(F)F)c2)CCN(Cc2nnnn2Cc2ccccc2)CC1,11,-0.4,-7,-2,16,-2,16,-37,9
COCCCN1C(=O)C(=O)/C(=C(/O)c2ccc(S(=O)(=O)N3CCOCC3)cc2)C1c1ccc(F)cc1 (stereo not drawn),13,-0.5,5,-7,14,1,-2,15,-24
N#CCCN(C1CCCCC1)S(=O)(=O)c1cccc2nsnc12,19,-1.6,4,-1,-1,1,-1,34,13
O=C1c2ccccc2N2C(=O)c3ccccc3C2N1O (stereo not drawn),-28,0.8,19,-2,7,-1,24,-13,27
CC(=O)O[C@H]1C[C@@]2(O)[C@@H](OC(=O)c3ccccc3)C3[C@@](C)([C@@H](O)C[C@H]4OC[C@@]34OC(C)=O)[C@@H](O)[C@H](OC(C)=O)C(=C1C)C2(C)C (stereo partly drawn),8,0.1,-1,-3,7,-3,-30,12,14
CCN1CCN(c2ccc(NC(=O)c3cc(OC)c(OC)c(OC)c3)cc2)CC1,1,1.0,2,-4,-5,-7,-17,5,-1
CC1=NN(c2ccc(Cl)cc2)C(=O)C1,47*,-1.6,12,-1,19,0,6,38,-5
Cc1ccc2nc(SCC(=O)Nc3ccc(C)c(Cl)c3)nc(=O)n2c1,-7,0.4,-2,0,1,0,12,-7,10
COc1ccccc1N1C(=O)Cc2ccccc2C1=O,21,-0.1,7,4,12,-2,-2,26,-7
CN(C)S(=O)(=O)c1cccc(NC(=O)c2cccc(S(=O)(=O)N3CCCCC3)c2)c1,8,0.0,-7,0,6,-3,2,1,29
CN(C)/C=C(\C#N)C(N)=C(C#N)C#N,18,-1.4,-9,2,-14,-3,-6,10,-16
COc1ccc(CNC(=O)c2cc(SC)ccc2Cl)cc1OC,-1,-0.8,6,0,-4,-3,-16,12,8
CC(=O)Nc1nnc(SCc2ccc(F)cc2)s1,-5,4.7,-6,-3,1,-1,-1,7,10

# (continued)
SMILES,tim10-1 inh,CHOP UPR activ,CXCR6 block,APJ ag,TIM10 inh,XBP1 UPR activ,APJ antag,tim23-1 inh,Mdm2-MdmX inh
Cc1ccccc1Cn1c(=O)sc2ccccc2c1=O,24,-0.3,0,-1,-2,-4,3,18,6
O=C(COC(=O)c1ccccc1)NC(=O)NC1CCCC1,3,0.7,-16,-4,-6,0,19,-8,-9
Cc1cccc(-n2c(SCc3cc(=O)n4c(C)cccc4n3)nc3[nH]ncc3c2=O)c1,3,-2.2,/,7,10,-1,-1,9,-6
Cc1cc([N+](=O)[O-])cc2ncccc12,5,-0.9,-3,1,7,0,-29,3,-5
CCCOC(=O)c1c(NC(=O)/C=C/c2cnn(C)c2C)sc(C(=O)OCC)c1C,8,-1.9,6,-5,-14,2,20,-5,34
COC(=O)CNC(c1ccccc1)c1cc(Cl)ccc1NC(=O)c1cccc(Cl)c1 (stereo not drawn),21,3.2,4,-2,13,-3,19,12,-21

# Some of the compounds tested; count on the stated rates, not on these rows.
